# Assay outcomes as filed in PubChem.
# eIF2B yeast act – GCN4-lacZ reporter reduction in eIF2B-epsilon mutant yeast, primary screen, S. cerevisiae, eIF2B-epsilon R284H, Beta-Glo luminescence. 0.91% of 27,000 active. inhibition, % at 25 µM (by protocol). AID 688, 2007;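 active means mutant luminescence inhibited past about 50% while wild type luminescence and mutant growth stay under set limits, limit read from the data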; further: some compounds called inactive have numbers as strong as hits
#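 Assay system: yeast eIF2B-epsilon R284H mutant carrying GCN4–beta-galactosidase fusion / Buffer or medium: YPD / Incubation: 16 h growth with compound at 30 °C, 90 min Beta-Glo step / Detection: Beta-Glo luminescence after Z-buffer lysis, growth by 595 nm absorbance / Read-out: % inhibition of reporter signal and growth versus controls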
# Yeast growth tox – yeast growth toxicity, wild-type and mutant, primary screen, cytotoxicity control for eIF2B function restoration project, wild-type and eIF2Bepsilon R284H mutant, A595 | S. cerevisiae wild-type growth, A595 turbidity, 16 h | growth inhibition, % at 25 µM (by protocol) | 0.3% of 30,000 active | AID 685, 2007;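 active means mutant and wild-type yeast strains alike exhibit over 30% growth inhibition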;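 further: 0% = untreated cell controls and 100% = YPD media blanks without cells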
#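 Incubation: 16 h growth with compound, 30 °C; Material: S. cerevisiae wild-type or eIF2Bepsilon-R284H mutant strain; Signal: turbidity measured as absorbance at 595 nm; Medium: YPD yeast growth medium; Measure: growth inhibition (%) versus cell controls and blanks; Doses: 25 µM single dose.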
# Yeast growth tox inhibition % – further read-out of Yeast growth tox, marked with its call; growth inhibition, %; S. cerevisiae eIF2Bepsilon-R284H mutant growth, A595 turbidity, 16 h;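 each compound tested once at 25 µM; 0% equals untreated cells and 100% equals cell-free medium blanks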
# eIF2B yeast act mutant toxicity – recorded beside eIF2B yeast act, whose call it bears; growth inhibition, %; measured here: mutant yeast growth, toxicity;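 each compound tested once at 25 µM; zero equals untreated control growth and 100 equals blank medium absorbance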
# An asterisk follows results filed as active; / = no result given.
nr | SMILES | eIF2B yeast act | eIF2B yeast act mutant toxicity | Yeast growth tox | Yeast growth tox inhibition %
1 | COc1ccc(NC(=O)CNS(=O)(=O)c2ccc(Cl)cc2)cc1 | -44 | 24 | 3 | 24
2 | CC(C)NC(=O)c1cc2ccccc2o1 | -7 | 11 | 14 | 11
3 | CCOC(=O)C(C)Sc1nc2ccccc2c(=O)n1CC (stereo unspecified) | -1 | -5 | 2 | -5
4 | CCOC(=O)c1cc2c(=O)n3cccc(C)c3nc2n(Cc2cccnc2)c1=N | -42 | / | / | /
5 | COc1ccc(NC(=O)c2ccc(C(=O)c3ccccc3)o2)cc1 | -27 | 29 | -8 | 29
6 | COc1ccc(CNC(=O)C2CCCN(c3nccc(C)n3)C2)cc1 (stereo unspecified) | -7 | -8 | -3 | -8
7 | CCc1[nH]c(=O)c(C#N)c2c1CCCC2 | -35 | -9 | -6 | -9
8 | CC1Cc2ccccc2N1C(=O)CSc1nnc2c(n1)[nH]c1ccc(F)cc12 (stereo unspecified) | 2 | 8 | 5 | 8
9 | CC(C)Oc1ccc(Cn2c(-c3ccco3)n[nH]c2=S)cc1 | 31 | -21 | -15 | -21
10 | Cc1cc(C)nc(Sc2ccc3nnc(C(F)(F)C(F)(F)C(F)(F)F)n3n2)n1 | 13 | -3 | -16 | -3
11 | CCCCNC(=O)C(C#N)c1nc2ccccc2nc1N1CCN(c2ccccc2F)CC1 (stereo unspecified) | 28 | 9 | -3 | 9
12 | N#Cc1ccc(CSc2nnc(-c3cccc(S(=O)(=O)N4CCCCC4)c3)o2)cc1 | 22 | -11 | 25 | -11
13 | O=C(COC(=O)c1cccnc1SCC(=O)NCc1ccccc1)NCc1ccccc1 | 11 | -48 | -3 | -48
14 | O=C(CN1CCN(S(=O)(=O)c2ccc(Br)cc2)CC1)Nc1ccc(F)cc1F | 12 | 16 | 9 | 16
15 | CCn1ncc(Br)c1C(=O)Nc1sc2c(c1C(N)=O)CCC2 | 32 | -38 | -13 | -38
16 | CC(=O)c1cccc(OCCN2C(=O)NC(C)(C)C2=O)c1 | 15 | -15 | 7 | -15
17 | O=C(NCC1CCCO1)c1ccc2c(=O)n(CCc3ccccc3)c(=O)[nH]c2c1 (stereo unspecified) | / | / | 7 | -14
18 | Cc1nc(SCC(N)=O)[nH]c(=O)c1CCC(C)C | 35 | -9 | 5 | -9
19 | COc1cccc(-n2c(C)c(C(C)=O)c(C(C)=O)c2C)c1 | 45 | / | 9 | 0
20 | CC1C(=O)Nc2ccccc2N1C(=O)C1CC1 (stereo unspecified) | 22 | 3 | 14 | 3
21 | O=c1oc2ccccc2c(Nc2ccc(O)cc2)c1[N+](=O)[O-] | -7 | -14 | -24 | -14
22 | CCOC(=O)c1[nH]c(=O)[nH]c1CSc1nc(C)cc(C)n1 | 14 | 10 | 19 | 10
23 | O=C(NC(C(=O)N/N=C/c1c2ccccc2cc2ccccc12)c1n[nH]c(=O)c2ccccc12)c1ccccc1 (stereo unspecified) | 2 | -9 | -42 | -9
24 | CC(C)Oc1ccc(C(CC(=O)NCc2ccco2)c2ccccc2)cc1 (stereo unspecified) | 14 | 13 | 6 | 13
25 | COC(=O)c1c(C)[nH]c(C)c1-c1ccccc1Cl | 27 | -14 | 1 | -14
26 | CCc1ccc(C2C3=C(CC(C)(C)CC3=O)Nc3c2c(=O)[nH]c2nc(C)nn32)cc1 (stereo unspecified) | / | / | -11 | -9
27 | O=C1OC2(CCCCC2)OC(=O)C1=CNc1nccs1 | -19 | 16 | 28 | 16
28 | CS(=O)(=O)Nc1ccccc1C(=O)N1CCOCC1 | 7 | / | / | /
29 | CN(C)CCCN1C(=O)C(=O)/C(=C(/O)c2ccc3c(c2)OCCO3)C1c1ccco1 (stereo unspecified) | 26 | -15 | 1 | -15
30 | COC(=O)C1=C(C(=O)OC)C2(OC1c1ccccc1C)C(=O)c1ccccc1C2=O (stereo unspecified) | 31 | / | / | /
31 | Cn1ccnc1SCC(=O)Nc1cccc2ccccc12 | -1 | -5 | -8 | -5
32 | CCN(CC)S(=O)(=O)c1cc(NC(=O)COC(=O)CCc2nc3ccccc3s2)ccc1C | / | / | 10 | 0
33 | Clc1ccc(OCCSc2nnnn2C2CCCCC2)cc1 | 8 | 16 | 16 | 16
34 | COC(=O)CCc1c(C)[nH]c(C(=O)OCc2ccccc2)c1C | 22 | -10 | 5 | -10
35 | O=C(CN1CCOCC1)Nc1ccc(C2CCCCC2)cc1 | 4 | -5 | 6 | -5
36 | c1ccc(-c2n[nH]c3c2CCC3)cc1 | 17 | / | / | /
37 | CCOC(=O)C1=C(C)N=c2s/c(=C\c3ccncc3)c(=O)n2C1c1ccc2c(c1)OCO2 (stereo unspecified) | 7 | 4 | 0 | 4
38 | Nc1nonc1C(=O)NCCN=Cc1ccccc1O | 11 | 5 | 24 | 5
39 | CCOC(=O)c1c(C)c(C(=O)N2CCCCCC2)c(C)n1C | 16 | -4 | 7 | -4
40 | Cc1nn(-c2ccccc2)c(C)c1C(=O)OCC(=O)NCc1ccco1 | 19 | / | 18 | 0
41 | CC1CCc2ccccc2N1C(=O)c1cccs1 (stereo unspecified) | / | / | -2 | 4
42 | CSc1ccccc1C(=O)NCC1CCCO1 (stereo unspecified) | / | / | 13 | 3
43 | O=C(Nc1ccn(Cc2ccc(F)cc2)n1)c1ccncc1 | 4 | -21 | 43 | -21
44 | CCn1nc(C)c(NS(=O)(=O)c2ccc(C)cc2)c1C | 14 | -8 | -9 | -8
45 | CCOC(=O)C1CCN(C(=O)CN(Cc2ccc(Cl)cc2)S(C)(=O)=O)CC1 | -12 | -7 | 16 | -7

# Part of the list above, reformatted.
[27] O=C1OC2(CCCCC2)OC(=O)C1=CNc1nccs1
[28] CS(=O)(=O)Nc1ccccc1C(=O)N1CCOCC1
[29] CN(C)CCCN1C(=O)C(=O)/C(=C(/O)c2ccc3c(c2)OCCO3)C1c1ccco1 (stereo unspecified)
[30] COC(=O)C1=C(C(=O)OC)C2(OC1c1ccccc1C)C(=O)c1ccccc1C2=O (stereo unspecified)
[31] Cn1ccnc1SCC(=O)Nc1cccc2ccccc12
[32] CCN(CC)S(=O)(=O)c1cc(NC(=O)COC(=O)CCc2nc3ccccc3s2)ccc1C
[33] Clc1ccc(OCCSc2nnnn2C2CCCCC2)cc1

screen / no.,27,28,29,30,31,32,33
eIF2B yeast act,-19,7,26,31,-1,/,8
eIF2B yeast act mutant toxicity,16,/,-15,/,-5,/,16
Yeast growth tox,28,/,1,/,-8,10,16
Yeast growth tox inhibition %,16,/,-15,/,-5,0,16

[34] COC(=O)CCc1c(C)[nH]c(C(=O)OCc2ccccc2)c1C
[35] O=C(CN1CCOCC1)Nc1ccc(C2CCCCC2)cc1
[36] c1ccc(-c2n[nH]c3c2CCC3)cc1
[37] CCOC(=O)C1=C(C)N=c2s/c(=C\c3ccncc3)c(=O)n2C1c1ccc2c(c1)OCO2 (stereo unspecified)
[38] Nc1nonc1C(=O)NCCN=Cc1ccccc1O
[39] CCOC(=O)c1c(C)c(C(=O)N2CCCCCC2)c(C)n1C
[40] Cc1nn(-c2ccccc2)c(C)c1C(=O)OCC(=O)NCc1ccco1

screen / no.,34,35,36,37,38,39,40
eIF2B yeast act,22,4,17,7,11,16,19
eIF2B yeast act mutant toxicity,-10,-5,/,4,5,-4,/
Yeast growth tox,5,6,/,0,24,7,18
Yeast growth tox inhibition %,-10,-5,/,4,5,-4,0

[41] CC1CCc2ccccc2N1C(=O)c1cccs1 (stereo unspecified)
[42] CSc1ccccc1C(=O)NCC1CCCO1 (stereo unspecified)

screen / no.,41,42
eIF2B yeast act,/,/
eIF2B yeast act mutant toxicity,/,/
Yeast growth tox,-2,13
Yeast growth tox inhibition %,4,3

# Full records, looked up by structure. Order of values: eIF2B yeast act | eIF2B yeast act mutant toxicity | Yeast growth tox | Yeast growth tox inhibition %
# `Cn1ccnc1SCC(=O)Nc1cccc2ccccc12` in the list: -1 | -5 | -8 | -5
# `CCN(CC)S(=O)(=O)c1cc(NC(=O)COC(=O)CCc2nc3ccccc3s2)ccc1C` in the list: / | / | 10 | 0

# Later entries:
nr | SMILES | eIF2B yeast act | eIF2B yeast act mutant toxicity | Yeast growth tox | Yeast growth tox inhibition %
46 | O=C(Cn1ncc2c3ccccc3n(Cc3ccc(F)cc3)c2c1=O)N1CCN(c2ncccn2)CC1 | 23 | -21 | 13 | -21
47 | CCCCn1nnc(NC(=O)COc2cc(C)ccc2C(C)C)n1 | 28 | -4 | 20 | -4
48 | O=C(CCn1c(=O)[nH]c2ccsc2c1=O)N(CCc1ccccc1)Cc1ccccc1 | / | / | -1 | -5
49 | Cc1ccc(C(=O)NC2CCN(C(=O)N3CCOCC3)CC2)cc1 | -10 | / | 11 | 0
50 | O=C(c1ccc(Cl)c(Cl)c1)N1CCCC1 | / | / | 28 | 9
51 | Cc1ccc2nc(NC3=NCN(Cc4cccnc4)CN3)nc(C)c2c1 | 16 | -4 | 9 | -4
52 | COCCn1c(Cc2ccccc2)nnc1SCC(=O)N1CCCCC1C (stereo unspecified) | 20 | 10 | 22 | 10
53 | CCNC(=S)NNC(=O)c1cccnc1 | 29 | -7 | -33 | -7
54 | CC1(C)Cc2c(c(N3CCCC3)[nH]c(=S)c2C#N)CO1 | / | / | 20 | 12
55 | Cc1ccc(-c2nnn(CC(=O)NCCC3=CCCCC3)n2)cc1 | -32 | -6 | 14 | -6
56 | CCN(CC)CCCN1C(=O)C(O)=C(C(=O)c2sc(C)nc2C)C1c1ccc(C)o1 (stereo unspecified) | 14 | 7 | -10 | 7
57 | COc1ccc(C2CC2/C(C)=N/OC(=O)c2cccs2)cc1 (stereo unspecified) | 17 | 23 | 18 | 23
58 | COc1cc2c(cc1OC)C(c1ccc(-c3ccccc3Cl)o1)=NCC2 | / | / | 12 | 10
59 | Cc1cc(NC(=O)C2CC=CCC2C(=O)O)no1 (stereo unspecified) | 10 | / | 22 | 0
60 | CC(=O)NC1(c2cccc(F)c2)CCN(CC(=O)NC2CCCCC2)CC1 | 25 | / | / | /
61 | Cc1cccc(N(C)S(=O)(=O)c2ccc3[nH]c(=O)c(=O)[nH]c3c2)c1 | 20 | 3 | 9 | 3
62 | CCOC(=O)C1=C(C)NC(SCc2cc(=O)[nH][nH]2)=C(C#N)C1c1cccs1 (stereo unspecified) | 56* | / | -6 | -4
63 | O=C(c1ccc(S(=O)(=O)N2CCOCC2)cc1)N(c1ccccc1)C1C=CS(=O)(=O)C1 (stereo unspecified) | 18 | 11 | 17 | 11
64 | O=C(Nc1cnn(Cc2ccc(F)cc2)c1)c1cc(-c2cccs2)on1 | 7 | -60 | -41 | -60
65 | CCCOc1ccc(N2C(=O)CC(NCCCN3CCC(C(N)=O)CC3)C2=O)cc1 (stereo unspecified) | 12 | 7 | 9 | 7
66 | CCC(C(=O)NC1CCCC1)N(C(=O)Cn1nnc(-c2cccs2)n1)c1cnc2ccccc2c1 (stereo unspecified) | 18 | -14 | 4 | -14
67 | CC1(C(=O)O)CCC(C(=O)NC2CCCCCC2)C1(C)C (stereo unspecified) | 4 | / | / | /
68 | OC(COc1ccccc1)Cn1cc(Br)cn1 (stereo unspecified) | 30 | -30 | -4 | -30
69 | O=C1CN=C(Nc2ccccc2Cl)N1Cc1ccc2c(c1)OCO2 | -8 | -3 | -5 | -3
70 | COc1ccccc1NC(=O)Cn1cc(C#N)c2ccccc21 | 15 | -11 | -33 | -11
71 | Nc1nc(N2CCOCC2)nc2ccccc12 | 19 | -5 | 6 | -5
72 | Cc1[nH]c2ccc(C(=O)O)cc2c1C | 4 | 27 | 22 | 27
73 | CCCCn1c(NC(C)CC)nc2c1c(=O)[nH]c(=O)n2C (stereo unspecified) | 18 | 7 | -4 | 7
74 | Cc1nn(-c2ccccc2)c2sc(-c3nnc(SCC(=O)O)o3)cc12 | 12 | -9 | -3 | -9
75 | O=C(c1cc(F)c(F)cc1Cl)N1CCCCC1 | 20 | 5 | 18 | 5
76 | Cc1occc1C(=O)NCCCc1ccccc1 | 26 | 11 | 31 | 11
77 | CCCC(C)C(=O)Nc1ccc2c(c1)OCCO2 (stereo unspecified) | -5 | 4 | 13 | 4
78 | Fc1ccccc1-c1nc(-c2ccc(Cl)cc2)no1 | 29 | -30 | -3 | -30
79 | Cc1ccc(S(=O)(=O)N(C)CC(=O)NC2CC(C)(C)NC(C)(C)C2)cc1 | -22 | -7 | 27 | -7
80 | CC1(C)CC(CC(=O)O)(c2ccc(Cl)cc2)CCO1 (stereo unspecified) | / | / | 6 | 20
81 | COc1ccc2c(c1)C(C)CC(C)(C)N2C(=O)CSc1ncn[nH]1 (stereo unspecified) | 23 | 11 | 16 | 11
82 | Oc1ccccc1-c1cc(-c2ccccc2Cl)[nH]n1 | 38 | 17 | 26 | 17
83 | CCC(=O)Nc1nc(C)c(Oc2ccccc2)c(=O)[nH]1 | 5 | 2 | -24 | 2
84 | FC(F)(F)C12CC(c3ccccc3)=NCCN1CCN2 (stereo unspecified) | 18 | -6 | -16 | -6

# Not all compounds are listed. The share of hits here may be higher or lower than overall.
